PLCb3 inh: blocks human PLC-beta3 enzyme activity | Purified PLC-beta3, fluorogenic substrate, fluorescence | AID 720704 | Q01970 | 370,000 tested, 0.18% active | inhibition, % at 12.2 µM; in the data active = inhibition above about 11%;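 also: 0% = median of compound wells on plate and 100% = full blocker control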
ADAM10 inh: inhibits human ADAM10; 370,000 tested, 0.62% active; inhibition, % at 7 µM; O14672; recombinant ADAM10, EDANS/DABCYL FRET peptide cleavage, 3 h;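 active = inhibition above a per-campaign cutoff equal to the mean of compounds falling between control-based bounds plus 3 SD, cut at about 20% in these data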;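 also: 0% = DMSO wells while the 100% control is not disclosed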
TDP2 absorb: TDP2 (human) inhibition, absorbance primary screen; O95551; recombinant TDP2, T5PNP hydrolysis, p-nitrophenol absorbance 415 nm; inhibition, % at 12.8 µM; 370,000 tested, 0.34% active; AID 720702;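 active = inhibition above the mean of all tested compounds plus 3 SD, set per campaign, cut at about 25% in these data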;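 also: 0% = DMSO with enzyme and 100% = buffer with substrate but no TDP2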
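Test system: Human TDP2 enzyme | Reagent: 5 mM T5PNP | Compound dosing: 12.8 µM single point, 1% DMSO | Incubation: Enzyme reaction with compound for 2 h at 37 °C | Technique: p-Nitrophenol epi absorbance | Read-out: % inhibition relative to enzyme-containing and enzyme-free wells | Benchmarks: High control without enzyme, low control DMSO plus TDP2 | Replicates: Singlicate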
SIAE inh: human SIAE inhibition, primary screen; Q9HAT2; SIAE FP-Rh probe binding, fluorescence polarization; inhibition, % at 9.66 µM; 370,000 tested, 0.69% active; AID 1053197;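 active = inhibition above a cutoff: mean of compounds within the control limits plus 3 SD of those, cut at about 17% in these data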;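 also: 0% = plate median of compound wells and 100% = probe without SIAE protein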
ADAM17 inh: inhibitors of human ADAM17. inhibition, % at 6.95 µM. 370,000 tested, 0.83% active. P78536. recombinant ADAM17, EDANS/DABCYL FRET peptide cleavage. AID 720648;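 active = inhibition above the mean of compounds lying between control limits plus 3 SD, set per campaign, cut at about 8.5% in these data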;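 also: 0% = DMSO-only wells as the low control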
Target sequence (P78536 215-824 limits assumed): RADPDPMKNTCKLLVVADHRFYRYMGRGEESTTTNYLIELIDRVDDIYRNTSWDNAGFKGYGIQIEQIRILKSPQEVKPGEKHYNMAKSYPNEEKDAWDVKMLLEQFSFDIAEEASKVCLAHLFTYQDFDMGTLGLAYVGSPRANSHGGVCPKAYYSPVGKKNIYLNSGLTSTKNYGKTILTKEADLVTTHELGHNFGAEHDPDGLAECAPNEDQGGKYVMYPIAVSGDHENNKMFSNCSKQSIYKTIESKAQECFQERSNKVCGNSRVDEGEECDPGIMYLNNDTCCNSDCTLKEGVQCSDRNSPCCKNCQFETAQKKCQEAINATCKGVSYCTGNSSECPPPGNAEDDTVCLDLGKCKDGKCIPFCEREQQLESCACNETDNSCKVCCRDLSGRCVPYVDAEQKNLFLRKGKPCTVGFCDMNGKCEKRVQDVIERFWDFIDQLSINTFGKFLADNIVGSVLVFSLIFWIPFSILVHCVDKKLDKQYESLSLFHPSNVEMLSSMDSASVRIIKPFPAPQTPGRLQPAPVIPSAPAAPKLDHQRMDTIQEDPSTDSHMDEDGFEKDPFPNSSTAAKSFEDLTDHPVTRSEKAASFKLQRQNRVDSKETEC
Tn6 DDE FP: disrupts Tn6 cyclic peptide binding to fibrin D-Dimer-E complex. AID 720509. inhibition, % at 8.3 µM. P02675. 370,000 tested, 0.21% active. Fibrin DD(E) TRITC-Tn6 fluorescence polarization displacement;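 active = inhibition above a per-campaign cutoff: mean of compounds within control limits plus 3 SD, cut at about 15% in these data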;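 also: 0% = median of all compound wells on the plate and 100% = blocking peptide control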
PLC-gamma1 inh: inhibitors of human phospholipase C gamma1 | P19174 | purified PLC-gamma1, fluorogenic substrate, fluorescence | inhibition, % at 12.2 µM | 370,000 tested, 0.84% active | AID 720700; in the data active = inhibition above about 9.5%
ASAP1 inh: blocks human ASAP1-stimulated Arf1 GTP hydrolysis. inhibition, % at 16.5 µM. GDP FP detection. 360,000 tested, 0.19% active. AID 624377. Q9ULH1; in the data active = inhibition above about 25%;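 also: 0% = vehicle with enzyme and substrate and 100% = no enzyme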
DDE Tn7 FP inh: disrupts Tn7 cyclic peptide binding to fibrin D-Dimer-E complex. P02675. FP displacement of FITC-Tn7 peptide from fibrin DD(E); 0% = median of compound wells per plate. inhibition, % at 8.3 µM. 370,000 tested, 0.13% active. AID 720508;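 active = inhibition above the mean of compounds falling within the control limits plus 3 SD of them, cut at about 14% in these data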;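 also: 0% = plate median of compound wells and 100% = 10 µM Aha-Tn7 peptide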
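assay system = human clot-derived fibrin DD(E) complex | quantity = Fibrin-DD(E) at 2 µM final | timing = 10 min preincubation, 3 h with tracer, room temperature | signal = fluorescence polarization | measure = percent inhibition | benchmarks = high control wells with 10 µM unlabelled Aha-Tn7 peptide (full inhibition) | replicates = singlicate testing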
ARFGAP1 inh: inhibits rat ARF GTPase activating protein 1 | AID 651572 | Arfgap1-stimulated ARF1 GTP hydrolysis, GDP FP detection | 360,000 tested, 0.26% active | Q62848 | inhibition, % at 16.5 µM;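 active = inhibition above a per-plate limit, mean inhibition of low control wells plus 3 SD, cut at about 25% in these data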;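 also: 0% = DMSO wells with enzyme and 100% = wells lacking Arfgap1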
Target sequence (Q62848 1-136 limits assumed): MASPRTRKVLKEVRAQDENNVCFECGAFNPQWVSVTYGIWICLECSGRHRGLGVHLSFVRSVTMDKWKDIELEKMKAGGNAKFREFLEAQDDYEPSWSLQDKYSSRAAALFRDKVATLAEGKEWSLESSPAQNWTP
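Repeats: one replicate per compound; assay system: rat Arfgap1 catalytic domain, aa 1-136; times: enzyme reaction 120 min at 25 °C after 20 min preincubation; detection: FP of antibody-bound GDP Alexa 633 tracer, ex 620/em 688 nm; benchmarks: high control wells lacking Arfgap1, low control full reaction with DMSO; reagent: human ARF1(Δ1-17)-GTP substrate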
* = called active by the depositor; i = inactive; . = not tested or not shown. An unsorted share of the library; about 3.6% have a hit in one of these screens.

SMILES	PLCb3 inh	ADAM10 inh	TDP2 absorb	SIAE inh	ADAM17 inh	Tn6 DDE FP	PLC-gamma1 inh	ASAP1 inh	DDE Tn7 FP inh	ARFGAP1 inh
COc1ccc(S(=O)(=O)NCc2ccccn2)cc1OC	-4	-3	12	6	0	-2	1	3	2	-4
O=C(C(=O)N1CCC(CNS(=O)(=O)c2ccc(C(F)(F)F)cc2)CC1)c1cccs1	-1	0	-4	2	4	1	2	-8	-6	-1
COc1cc(C(=O)OCC(=O)Nc2ccc(F)cc2F)cc(OC)c1OC	2	2	5	0	-1	0	4	2	0	-12
CCOC(=O)C1CCN(CC(C)(C)NS(=O)(=O)c2ccc(Cl)cc2)CC1	-7	-7	3	5	-5	-13	0	3	-2	1
CC[C@H]1OC(=O)[C@H](C)[C@@H](O[C@H]2C[C@@](C)(OC)[C@@H](O)[C@H](C)O2)[C@H](C)[C@@H](O[C@@H]2O[C@H](C)C[C@H](N(C)C)[C@H]2O)[C@](C)(O)C[C@@H](C)[C@@H]2N[C@@H](COCCOC)O[C@H]([C@H]2C)[C@]1(C)O	0	-3	1	-1	-3	2	0	-3	-2	3
COCCCNC(=O)C1CC(=O)N(C2CCCC2)C1 (stereo not drawn)	-3	-5	-7	-5	0	-3	-2	-7	-3	6
CCOC(=O)C1=CN2CCC[C@H]2CC1=O	-1	2	-4	-2	0	-4	4	-9	-7	-3
Cc1nc(-c2ccccc2)cs1	11	10	-8	1	6	-3	6	2	-9	-4
Cn1c(=O)c2c(nc(NCCNC(=O)c3ccco3)n2Cc2ccccc2F)n(C)c1=O	-8	-3	14	0	-1	3	-1	1	2	3
COc1cc2c(C(F)(F)F)c(-c3ccc(C#N)cc3)oc(=O)c2cc1OC	-10	-22	-2	1	-5	5	-8	5	4	1
COc1cccc(NS(=O)(=O)c2ccc3[nH]cc(C(=O)NC4CC4)c(=O)c3c2)c1	3	-6	-5	-8	-1	-2	2	0	-3	7
O=C(CN1CCOCC1)n1c2ccccc2c2ccccc21	-1	6	-9	-3	1	6	2	7	-6	-3
O=C(c1ccc(Cl)cc1Cl)N1CCN(c2ccc(N3CCOCC3)nn2)CC1	i	i	7	-4	-220	8	-456	-10	6	-7
COc1ccc(S(=O)(=O)N2CCC(N3CCN(c4ccccc4OC)CC3)CC2)cc1	3	-3	19	9	-2	-1	1	-9	1	7
CC(C)c1ccc(C(=O)NCCCN2CCOCC2)cc1	-7	-5	4	-1	-2	1	1	-7	3	-4
O=C(Nc1ccc(N2CCCCC2)cc1)c1cc([N+](=O)[O-])cc([N+](=O)[O-])c1	2	-6	0	5	-1	-3	-1	-10	3	12
Cn1ccc2c(N3CCCCC3)cc3c(c21)C1CCC3O1 (stereo not drawn)	-5	-14	-1	3	-5	-2	-8	-8	1	-5
Cc1ccc(NC(=O)CN2CCc3ccccc3C2)cc1	-1	2	4	6	-2	16*	-6	6	-5	0
CCOC(=O)c1[nH]c(C)c(/C(O)=C2\C(=O)C(=O)N(CCN3CCOCC3)C2c2ccco2)c1C (stereo not drawn)	-2	-10	-10	-4	-2	-6	-4	-4	-4	-1
CCOC(=O)N1CCN(C(=O)C[C@H]2C[C@@]3(C(=O)OC)C(=C[C@H](C(C)C)O[C@@H]3C3CC3)N(Cc3ccc(Cl)cc3Cl)C2=O)CC1	0	6	-6	0	9.2*	-2	7	.	-8	.
CC(=O)N1CCOc2ccc(S(=O)(=O)N3CCC(C(=O)Nc4ccc(C)c(C)c4)CC3)cc21	-8	3	1	0	-4	-1	-3	-13	1	-9
Cc1ccc2ccccc2c1C(O)c1ncc(-c2ccccc2)[nH]1 (stereo not drawn)	-9	-13	-8	0	-2	-2	-3	10	4	0
Cc1nc(-c2ccccc2)sc1C(=O)CSc1ccc(F)cc1	-1	-2	-5	2	-5	-5	-3	1	2	0
CCc1ccc(CN2C(=O)CCC2(C)C(=O)NC2CCCC2)cc1 (stereo not drawn)	4	-9	3	-1	-4	-6	-2	0	2	-4
CCCNC(=O)c1c(N)n(-c2cc(OC)cc(OC)c2)c2nc3ccccc3nc12	-108	-139	6	-10	-41	-7	-94	-2	-2	19
c1ccc(-c2nnc(CSc3nc4ccccc4[nH]3)o2)cc1	-1	3	8	-4	-2	6	0	-1	-2	1
O=C(O)CNC(=O)c1ccc(NC(=O)/C(=C/c2ccccc2)NC(=O)c2ccccc2Br)cc1	-3	5	-15	-4	0	2	4	-3	-5	2
COc1ccc(CCNC(=O)C/C(C)=N/NC(=O)c2cnccn2)cc1	-10	2	9	3	2	-5	0	-7	-3	-9
O=C(Nc1ncc2c(n1)CC(c1ccco1)CC2=O)c1ccco1 (stereo not drawn)	-11	7	-9	5	0	0	1	0	-4	-6
Cc1ccc(OCCCCN2CCCCC2)c(Br)c1	6	10	5	1	0	-2	3	-3	9	-4
CCOc1ccc(C(=O)NCC(=O)N2CCCC2)cc1	-8	-5	6	-1	-5	1	-2	2	9	-6
CCN(C(=O)c1cc2c(=O)[nH]c3ccc(C)cc3c2s1)c1ccccc1F	-7	-1	-3	-8	-3	10	5	3	-2	-2
CCN(CCCc1ccccc1)CCCc1ccccc1	0	3	-8	-1	-3	-2	1	-2	-5	6
C/C(=N\NC(=O)CCC(=O)N/N=C(\C)c1ccc(C)o1)c1ccc(C)o1	-6	-7	0	2	1	7	1	5	2	1
C=CCc1ccc(OC(=O)NC2CCCCC2)c(OC)c1	-2	-1	-6	3	0	2	3	0	-8	-8
CC1(C)CC(=O)C2=C(C1)N(c1cccnc1)C(N)=C(C#N)C2c1cccs1 (stereo not drawn)	-17	-15	18	3	-4	-7	-16	0	0	3
CCOc1cccc(C2C(C(=O)c3ccco3)=C(O)C(=O)N2Cc2ccncc2)c1 (stereo not drawn)	-6	4	12	5	-5	3	-3	9	2	0
O=S(=O)(CCc1nc2ccccc2[nH]1)c1ccc(Cl)cc1	3	1	7	-6	-4	-4	2	0	-4	7
CCc1cc(C(=O)N2CCN(C(=O)c3ccco3)CC2)sc1C	-6	-3	0	3	-6	4	4	-11	-2	6
Cc1ccc(/C=C2\C(=O)ON=C2c2ccccc2)o1	-4	-18	4	7	0	-3	-7	0	-3	-3
O=C(NCCCN1CCCC1=O)C(=O)NCC1OCCN1S(=O)(=O)c1ccc(Cl)cc1 (stereo not drawn)	-6	1	13	4	0	2	2	7	-2	5
COc1cc2c(c(OC)c1OC)C1(CCCCC1)CC2NC(=O)c1ccncc1 (stereo not drawn)	-2	-15	-2	2	-4	-3	2	17	-3	-1
CC(C)N(C)C1CCN(C(=O)Nc2ccc(Cl)c(Cl)c2)CC1	-2	-3	-3	1	-5	-1	-2	-1	5	-10
O=S1(=O)CC2SC(=S)N(c3ccccc3)C2C1 (stereo not drawn)	-3	1	-7	-7	1	2	2	-8	0	-9
COc1ccc2nc(N3CCCC(O)C3)c(C#N)cc2c1 (stereo not drawn)	i	-394	6	-2	-136	-9	i	11	2	-5

Look-ups from above:
CCN(CCCc1ccccc1)CCCc1ccccc1 – ADAM10 inh: 3
CCOc1cccc(C2C(C(=O)c3ccco3)=C(O)C(=O)N2Cc2ccncc2)c1 (stereo not drawn) – SIAE inh: 5
C=CCc1ccc(OC(=O)NC2CCCCC2)c(OC)c1 – ADAM17 inh: 0

Next section:
SMILES	PLCb3 inh	ADAM10 inh	TDP2 absorb	SIAE inh	ADAM17 inh	Tn6 DDE FP	PLC-gamma1 inh	ASAP1 inh	DDE Tn7 FP inh	ARFGAP1 inh
COc1ccc(NC(=O)c2cc3cccc(OC)c3oc2=Nc2ccc(C(=O)O)cc2)cc1OC	-4	-4	11	-3	-4	-4	3	5	3	-1
CC(C)OCCCNC(=O)c1cccs1	-1	1	9	4	-4	0	-1	2	4	-6
CCN(CC)c1ccc(NC(=O)/C=C/c2cc(Br)ccc2OC)cc1	-11	12	-12	6	10*	0	-10	-18	4	7
O=C(CC1c2cc(F)ccc2C=C(c2ccsc2)N1c1ccc(C#CCCO)cc1)c1ccco1 (stereo not drawn)	-70	-32	3	1	-6	-5	-46	10	0	25*
COc1ccc(-n2nc3c(c2NC(=O)c2cc4ccccc4o2)CS(=O)(=O)C3)cc1	-7	-5	3	6	-2	0	-2	5	10	0
O=C(CCC(=O)N1CCOCC1)Nc1ccc(Cl)c(Cl)c1	-7	-12	-3	-8	-3	0	0	6	4	0
O=C(Nc1ccc(NS(=O)(=O)c2ccc([N+](=O)[O-])cc2)cc1)c1ccco1	-3	5	7	-2	-3	-3	3	-10	-8	7
COc1ccc(Cc2nnc(SC)[nH]c2=O)cc1OC	1	-7	-6	2	0	7	5	-7	-13	2
CCOc1ccc2oc(C(=O)N(CC)CC(=O)Nc3ccc(NC(C)=O)cc3)c(C)c2c1	-16	-13	8	3	-4	4	-9	0	2	-3
COC(=O)c1cc(NC(=O)CSc2nnc(CN3CCOCC3)n2C)ccc1Cl	0	1	1	0	-5	1	-3	-3	7	-1
CC(C)c1nc(NCCO)c2nnn(Cc3ccccc3)c2n1	1	7	0	14	1	-3	1	13	1	-15
COC1=CC(=Cc2c(N)n3nc(CC(=O)N4CCOCC4)sc3nc2=O)C=C(OC)C1=O	-48	-40	3	-2	-11	0	-26	8	-7	3
O=C(O)c1ccc(NCCc2ccc(Cl)cc2)c([N+](=O)[O-])c1	-3	-7	-5	-2	0	0	-3	9	-3	-1
O=C1CC(C(=O)O)NC(=S)N1 (stereo not drawn)	-2	-5	6	0	-6	-2	0	-12	2	-5
CC1CCN(C(=O)CSc2nnc(CSc3ncccn3)n2C)CC1	-2	1	3	-3	-6	-5	1	-13	-1	2
CCc1ccc(NC(=O)N(CCCOC(C)C)C2CCN(C(C)=O)CC2)cc1	-4	0	-10	2	-6	2	-6	-7	1	8
CCN(C(=O)COC(=O)c1ccccc1SCC(=O)N1CCCC1)C1CCS(=O)(=O)C1 (stereo not drawn)	-5	1	8	10	-2	1	4	-13	-2	-6

Quoted at random: two entries already listed
SMILES	PLCb3 inh	ADAM10 inh	TDP2 absorb	SIAE inh	ADAM17 inh	Tn6 DDE FP	PLC-gamma1 inh	ASAP1 inh	DDE Tn7 FP inh	ARFGAP1 inh
Cn1c(=O)c2c(nc(NCCNC(=O)c3ccco3)n2Cc2ccccc2F)n(C)c1=O	-8	-3	14	0	-1	3	-1	1	2	3
O=C(O)c1ccc(NCCc2ccc(Cl)cc2)c([N+](=O)[O-])c1	-3	-7	-5	-2	0	0	-3	9	-3	-1
